# Screens (PubChem BioAssay)
# RBX1-CUL1 inh – blocks human RBX1-Cullin-1 di-ubiquitin formation. P62877+Q13616. in vitro K48 di-Ub FRET, acceptor:donor ratio, 45 min. inhibition, % at 10 µM. actives 0.6% (n = 140,000); in the data active = inhibition above about 25%
# Target sequence (P62877 whole entry, looked up): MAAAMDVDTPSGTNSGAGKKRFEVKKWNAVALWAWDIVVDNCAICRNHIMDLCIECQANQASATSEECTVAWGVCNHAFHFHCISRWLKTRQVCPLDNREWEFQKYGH
# Target sequence (Q13616 whole entry, looked up): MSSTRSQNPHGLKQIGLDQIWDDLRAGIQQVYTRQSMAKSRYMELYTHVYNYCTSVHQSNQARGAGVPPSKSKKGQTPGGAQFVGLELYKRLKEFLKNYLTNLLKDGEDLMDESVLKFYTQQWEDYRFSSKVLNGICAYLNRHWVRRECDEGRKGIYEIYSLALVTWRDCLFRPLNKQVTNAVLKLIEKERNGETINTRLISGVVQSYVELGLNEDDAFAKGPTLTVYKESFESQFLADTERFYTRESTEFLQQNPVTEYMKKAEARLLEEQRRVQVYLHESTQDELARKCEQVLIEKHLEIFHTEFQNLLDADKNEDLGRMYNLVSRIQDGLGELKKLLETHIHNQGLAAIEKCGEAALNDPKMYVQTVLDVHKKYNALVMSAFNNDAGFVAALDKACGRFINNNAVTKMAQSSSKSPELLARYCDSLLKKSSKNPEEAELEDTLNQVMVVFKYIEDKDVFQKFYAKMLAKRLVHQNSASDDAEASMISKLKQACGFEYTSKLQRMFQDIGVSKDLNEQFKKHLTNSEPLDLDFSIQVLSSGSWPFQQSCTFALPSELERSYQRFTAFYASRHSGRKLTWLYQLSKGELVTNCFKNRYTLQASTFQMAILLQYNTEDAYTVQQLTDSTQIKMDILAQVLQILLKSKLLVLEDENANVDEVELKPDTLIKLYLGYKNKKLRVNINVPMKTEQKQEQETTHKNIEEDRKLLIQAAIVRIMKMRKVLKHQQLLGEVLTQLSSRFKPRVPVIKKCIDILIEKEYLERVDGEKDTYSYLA
# * = called active by the depositor. An excerpt. The share of hits here may be higher or lower than overall.
SMILES,RBX1-CUL1 inh
O=C(NCc1cccnc1)C(=O)N/N=C\c1ccc(-c2cccc(Cl)c2)o1,0
Cc1ccc(NC(=O)c2ccc(CNS(=O)(=O)c3ccc4c(c3)C(C)(C)C(=O)N4C)cc2)cc1F,-3
COc1cccc(CCC(=O)NC2CCCN(C3CCN(C)CC3)C2)c1 (configuration not stated),19
Cc1ccc(NC(=O)Cn2c(C)cc(C)c(C#N)c2=O)cc1F,-5
COc1cc(C(c2c(C)[nH][nH]c2=O)c2c(C)[nH][nH]c2=O)ccc1OC(=O)c1ccc(Cl)cc1Cl,-4
Cc1ccc2oc(C(=O)N(C)Cc3ccc(C)o3)c(C)c2c1,4
COc1ccc(NC(=O)CN(c2ccc(C)cc2)S(=O)(=O)c2cccs2)cc1,-7
Cc1cccc(OCC(=O)NNC(=O)COc2ccc(Br)cc2C)c1,-3
Cc1ccc(C)c(NS(=O)(=O)Cc2ccccc2F)c1,1
CCCOC(=O)C(C)Oc1ccc2c(=O)c(Oc3ccc4ccccc4c3)c(C(F)(F)F)oc2c1 (configuration not stated),7
COc1ccc(NC(=O)c2nnn(CC(=O)Nc3c(C)cc(C)cc3C)c2N)cc1OC,-1
COc1ccc(-n2c(=O)c3ccc(C(=O)NCc4ccc(C)cc4)cc3n(CC(=O)Nc3cccc(F)c3)c2=O)cc1,1
CC(=O)Oc1cc2c3c(c1)C(C)=CC(C)(C)N3C(=O)C2=O,14
COc1cccc(NC(=O)c2csc3c2CCCCC3)c1,-5
O=C(NC1CCCCC1)O/N=C/c1ccc(Br)cc1,-1
COc1cc(OC)c(NC(=O)C(C)Oc2ccc(C)cc2C)cc1Cl (configuration not stated),-8
CC(C)(C)c1ccccc1OCC(O)CN1CCN(c2ccccc2F)CC1 (configuration not stated),-3
CCOC(=O)c1sc(Br)nc1C(C)(C)C,-6
CN1CCN([C@@H]2CCN(Cc3cc(CN4CCCC4)cs3)C[C@H]2O)CC1,15
CC(=O)Nc1nonc1-c1nnc(SCC(=O)Nc2cc(C)ccc2C)n1-c1ccccc1,1
CCN1C(=O)C(c2ccc(O)c(C)c2)(c2ccc(O)c(C)c2)c2ccccc21,3
COc1ccccc1NC(=O)Cn1nc(-c2ccc(C)cc2)c2c(c1=O)CCCC2,6
O=C(O)CCc1ccc(S(=O)(=O)N2CCOCC2)cc1,-4
CCCCC(=O)NC(Nc1sc2c(c1C(N)=O)CCCC2)(C(=O)OCC)C(F)(F)F (configuration not stated),10
CCC(C)CC(=O)NCc1nc(-c2ccccc2NC(=O)Cc2ccccc2)oc1C (configuration not stated),-6
# (cont.)
SMILES,RBX1-CUL1 inh
CCc1nc2c(c(N3CCOCC3)n1)C1(CCCCC1)Cc1ccccc1-2,-6
COc1cccc(CN2CCCC3(CCN(C(=O)c4ccnn4C)C3)C2=O)c1 (configuration not stated),7
Cc1ccc(S(=O)(=O)N(CC(=O)Nc2ccccc2C(=O)O)c2ccccc2)cc1,1
Cc1ccc(OCC(=O)Nc2ccccc2C(F)(F)F)c(C(C)(C)C)c1,-4
O=c1c2c3c(sc2[nH]c(=S)n1-c1ccc(OC(F)F)cc1)CCCC3,0
CCc1ccccc1NC(=O)Cn1c2ncccc2c(=O)n1-c1ccccc1,-3
COc1ccc(OC)c(/C=C2\CCCC/C(=C\c3cc(OC)ccc3OC)C2=O)c1,-10
CC(C(=O)OC1CC2CCC1(C)C2(C)C)N1C(=O)c2ccccc2C1=O (configuration not stated),-5
COC(=O)c1ccn(C)c(=S)c1,-7
Cc1cc2ncn(S(=O)(=O)N3CCCC3)c2cc1C,-6
Cc1ccc(CNC(=O)Cn2cc(S(=O)(=O)Cc3cccc(Cl)c3)c3ccccc32)cc1,0
CCOc1ccc(CNC(=O)c2cccc(NC(=O)N3CCSc4ncccc43)c2)cc1OC,-2
CCOC(=O)c1c(-c2ccc(Br)cc2)csc1NC(=O)CSc1ccccc1,0
CCc1cc(C(=O)OC)c(NC(=O)CC2SC(=NC)N(C)C2=O)s1 (configuration not stated),-13
CCOc1ccccc1CNS(=O)(=O)c1cc2c(cc1C)NC(=O)CO2,-1
COc1cc(/C=C2\C(=O)NN(c3ccccc3)C2=O)cc(Br)c1OCc1ccc(C)cc1,8
COc1ccccc1NC(=O)c1sc2nc3c(c(C(F)(F)F)c2c1N)CN(C(C)=O)CC3,-7
O=C(Nc1ccc2oc(-c3ccc(F)cc3)nc2c1)c1cc2ccccc2o1,0
CCCCCc1ccc(/C(C)=N/NC(=O)c2n[nH]c3c2CCCC3)cc1,0
Cc1nn(S(=O)(=O)c2ccc(Cl)cc2)c(C)c1Sc1ccccc1,0
O=C1NN(c2ccccc2)C(=O)/C1=C/c1cccc(OCc2ccc(Cl)c(Cl)c2)c1,7
CCc1ccc(OCC(=O)N(Cc2ccc(C(C)C)cc2)C2CCS(=O)(=O)C2)cc1 (configuration not stated),7
S=C1NC2(CCCCCC2)NN1c1ccccc1,-5
CC(C)(C)C(=O)CSc1nnc(-c2ccco2)o1,6
C#CCN1N=C(C(C)(C)C)CSC1=O,2
# The list goes on.
SMILES,RBX1-CUL1 inh
O=C1CCCN1CC1CCCN(c2nc3nonc3nc2NCc2cccs2)C1 (configuration not stated),1
c1ccc(C(c2ccccn2)c2ccccn2)cc1,4
CN(C)c1ccc2c(c1)OC(=N)C(C#N)C2c1ccc(Br)cc1 (configuration not stated),-3
CSc1ccc(CCNC(=O)CCc2c(C)nc3ncnn3c2C)cc1,-6
CC12CCC(C(=O)O)(C(=O)C1=O)C2(C)C (configuration not stated),-3
CCC(=O)Nc1ccc(C(=O)N/N=C(\C)c2ccc(N)cc2)cc1,-6
CC(=O)N1CCN(c2ncccc2CNC(=O)C2(N3CCCC3)CCCC2)CC1,2
CCCOc1ccc(C2c3c(n[nH]c3COC)OC(=N)C2C#N)cc1OCC (configuration not stated),-6
CCCCOc1ccc(C(=O)NCCS(=O)(=O)N2CCN(c3ccccc3OC)CC2)cc1,5
COCCNC(=O)CSc1nc2ccccc2nc1Cc1ccc(C)cc1,3
CCC(=O)N1c2ccccc2CC1C(=O)NCCCN1CCN(c2cc(C)ccc2C)CC1 (configuration not stated),-11
CCn1c(COc2ccc(C(C)C)cc2)nnc1SCC(=O)Nc1ccc(Cl)cc1,5
C=C1c2cc(OC)c(OC)cc2CCN1C(=O)c1ccccc1[N+](=O)[O-],2
CCCNS(=O)(=O)c1ccc(CCC(=O)NCc2ccco2)cc1,6
O=S(=O)(Cc1ccc(Br)cc1)N1CCOCC1,-8
CC(=O)Nc1nonc1-c1nnc(SCC(=O)Nc2cccc(C)c2C)n1-c1ccccc1,4
Cc1ccn2c(Nc3ccc4c(c3)OCCO4)c(-c3ccc(Cl)s3)nc2c1,-7
O=C(CCC1(Cc2ccc(-c3ccccc3)cc2)CCC(=O)N1)NCCc1ccccc1F (configuration not stated),3
CCOc1ccc(/C=C2\C(=O)N(CCc3ccc(OC)cc3)C(C)=C2C(=O)OC)cc1,0
COc1ccc(-c2cc(=O)n3[nH]c(C)nc3n2)cc1OC,-4
O=C(c1ccncc1)c1cccnc1,7
O=C(Nc1cccnc1)c1cc(-c2cccc(Cl)c2)on1,-12
CCCNC(=O)c1nnn(-c2ccccc2Cl)c1C,-4
CCOCCn1c(=O)c2c(nc3n(C4CCCCC4)c(C)c(C)n23)n(C)c1=O,-1
Cc1ccn2c(NC(=O)c3cccc(Cl)c3)c(-c3ccccc3)nc2c1,0
# More results:
SMILES,RBX1-CUL1 inh
Cc1ccc(N=C2C(=O)N(C3CCCCC3)C(=O)C2Cl)cc1 (configuration not stated),0
COCc1nc2cc(C(F)(F)F)ccc2n1C1CCN(C(=O)c2ccc(Cn3nc(C)cc3C)cc2)CC1,-3
COCCNC(=O)C(C)N1c2cccc3cccc(c23)S1(=O)=O (configuration not stated),2
Cn1c(=O)n(C)c2cc3[nH]c(=O)c(=O)[nH]c3cc21,-2
O=C(Cn1ncn2nc(-c3cccs3)cc2c1=O)NCc1cccc(Br)c1,-9
COc1ccc(C(=O)N2CCCC(CCC(=O)N3CCCC3)C2)c(OC)c1OC (configuration not stated),4
COC(=O)NNC(=O)c1ccc(OC)c(Br)c1,-6
COc1ccc(-c2nc3scc(CCNC(=O)c4cccc(Br)c4)n3n2)cc1,6
O=C(NC12CC3CC(CC(C3)C1)C2)C1CCS(=O)(=O)C1 (configuration not stated),11
Cc1ccc2nc(/C(C#N)=C/c3ccc(-c4ccc(Cl)cc4)o3)[nH]c2c1,3
Cc1ccc(S(=O)(=O)CNC(=S)c2ccc(Cl)cc2)cc1,3
Cc1cccc(N2CCN(C(=O)CCCC(=O)O)CC2)c1C,-4
O=C(Nc1nc(-c2cccs2)cs1)C1c2ccccc2Oc2ccccc21,5
O=C1/C(=C/c2ccccc2)CCSc2ccccc21,-3
COc1ccccc1OS(C)(=O)=O,-7
CCCNC(=O)Cc1coc2c(C)c(C)ccc12,-6
CCOCCn1c(=O)c2c(nc3n(-c4ccccc4C)c(C)cn23)n(C)c1=O,-5
CCCC(C)NC(=O)c1cccc(NS(C)(=O)=O)c1 (configuration not stated),2
CCCCCOC(=O)CSc1nc2sc3c(c2c(=O)n1Cc1ccccc1)CC(C)(C)OC3,-5
O=C1NN(c2cccc(Cl)c2)C(=O)/C1=C\c1ccc(F)cc1,83*
CCN(CC)C(=O)C1CCCN(C(=O)Cn2nnnc2CN(C)C(C)C)C1 (configuration not stated),-1
CCC(C)NS(=O)(=O)Cc1ccccc1C (configuration not stated),8
CN(CCc1ccccn1)C(=O)c1cc2nc(-c3ccc(F)cc3)cc(C(F)(F)F)n2n1,8
O=C(Nc1ccc(-c2noc(-c3cccs3)n2)cc1)c1cccc(Br)c1,-11
Cc1c(CC(=O)N[C@@H](C)C(N)=O)c2c(n1CC(C)C)CC(C)(C)CC2=O,-2
# Following part:
SMILES,RBX1-CUL1 inh
O=C(CC1CC1)NC1CC(=O)N(Cc2ccccc2Cl)C1 (configuration not stated),-3
COc1cc(F)c(S(=O)(=O)N=C2C(=O)N(c3ccccc3)N(C)C2C)cc1OC (configuration not stated),-7
CCCCc1ccc(Nc2nc3cc(C)ccc3nc2NS(=O)(=O)c2ccc(Cl)cc2)cc1,-11
O=C(NC1CCN(Cc2ccccc2)CC1)c1ccc(Br)o1,5
Cc1ccc(-n2nnc(-c3nnc(-c4ccccc4)o3)c2C)c(C)c1,2
CCc1cc(C(=O)Nc2sc(C)c(CC)c2C#N)no1,-4
CCC1CC(=O)c2[nH]c3ccccc3c2C1 (configuration not stated),4
O=C(NCc1ccc2c(c1)OCO2)c1ccc(C(=O)NCc2ccc3c(c2)OCO3)nc1,2
CCOc1ccc(NC(=O)N(C)CCc2c(C)nn(C)c2C)cc1,-7
Cc1c2cnn(-c3ccccc3)c(=O)c2c(C)n1C(C)C(=O)Nc1ccc(Br)cc1F (configuration not stated),1
CCCCOc1cc(NC(C)=O)ccc1[N+](=O)[O-],-5
CSc1ccc(CCNS(=O)(=O)c2cc(-c3cc(C)no3)ccc2C)cc1,10
CC1CCN(C(=S)NC(=O)c2cccs2)CC1,4
CC(=O)Nc1ccc(S(=O)(=O)NC2(C(F)(F)F)NC(=O)N(c3ccc(C)cc3)C2=O)cc1 (configuration not stated),-5
CCOc1cc(CNCCO)cc(Cl)c1OCc1ccccc1F,3
CCOc1ccc([N+](=O)[O-])cc1N,-6
Cc1cccc(C(=O)NNc2ccccc2[N+](=O)[O-])c1,-4
CN(C(=O)c1cccs1)C(Cc1ccccc1)C1CCN(C(=O)COc2ccccc2)CC1 (configuration not stated),7
CCCOc1ccc(-c2nnc(NC(=O)c3cccs3)s2)cc1,0
COC1(OC)C(C=Cc2ccccc2)C(C#N)(C#N)C1(OC)OC (configuration not stated),8
CCc1[nH]nc2c1C(c1ccc(OC)cc1)C(C#N)C(=N)O2 (configuration not stated),2
COc1ccc(N2CCN(c3oc(/C=C/c4ccc(F)cc4)nc3C#N)CC2)cc1,-1
O=C(O)c1ccc(N2C(=O)/C(=C/c3ccc4c(c3)OCO4)SC2=S)cc1,26*
CC(Nc1ccc(-c2nc(-c3cccnc3)no2)cc1[N+](=O)[O-])c1ccccc1 (configuration not stated),5
CCN(c1cccc(C)c1)S(=O)(=O)c1ccc(-n2cccn2)cc1,-6

# Given as labelled records: part of the list above
COC1(OC)C(C=Cc2ccccc2)C(C#N)(C#N)C1(OC)OC (configuration not stated)
  RBX1-CUL1 inh = 8
CCc1[nH]nc2c1C(c1ccc(OC)cc1)C(C#N)C(=N)O2 (configuration not stated)
  RBX1-CUL1 inh = 2

# (list continues)
SMILES,RBX1-CUL1 inh
CN(C)c1nc(-c2cccc(Br)c2)nnc1-c1ccccc1,2
Cc1nccn1-c1ccc(NC(=O)C2CCCN2Cc2cnc(C)n2C)cc1 (configuration not stated),-6
CC(=O)c1c(C)oc2ccc(N(C(C)=O)S(=O)(=O)c3ccc(C)cc3C)cc12,-1
CCOC(=O)N1CCN(c2ccc(-c3nc(C4CC4)no3)cn2)CC1,-12
O=C(c1ccc(-c2cccc(-c3ccn[nH]3)c2)nc1)N1CCCC1,2
COc1ccc(C2CC(c3ccccc3)=C(C#N)C(=O)C2C(=O)c2ccccc2)cc1 (configuration not stated),-9
COc1ccc(-n2ncc(C(C)NS(=O)(=O)c3cccs3)c2C)cc1 (configuration not stated),-5

# Of the compounds above, these have bromine.
SMILES,RBX1-CUL1 inh
Cc1cccc(OCC(=O)NNC(=O)COc2ccc(Br)cc2C)c1,-3
O=C(NC1CCCCC1)O/N=C/c1ccc(Br)cc1,-1
CCOC(=O)c1sc(Br)nc1C(C)(C)C,-6
CCOC(=O)c1c(-c2ccc(Br)cc2)csc1NC(=O)CSc1ccccc1,0
COc1cc(/C=C2\C(=O)NN(c3ccccc3)C2=O)cc(Br)c1OCc1ccc(C)cc1,8
CN(C)c1ccc2c(c1)OC(=N)C(C#N)C2c1ccc(Br)cc1 (configuration not stated),-3
O=S(=O)(Cc1ccc(Br)cc1)N1CCOCC1,-8
O=C(Cn1ncn2nc(-c3cccs3)cc2c1=O)NCc1cccc(Br)c1,-9
COC(=O)NNC(=O)c1ccc(OC)c(Br)c1,-6
COc1ccc(-c2nc3scc(CCNC(=O)c4cccc(Br)c4)n3n2)cc1,6
O=C(Nc1ccc(-c2noc(-c3cccs3)n2)cc1)c1cccc(Br)c1,-11
O=C(NC1CCN(Cc2ccccc2)CC1)c1ccc(Br)o1,5
Cc1c2cnn(-c3ccccc3)c(=O)c2c(C)n1C(C)C(=O)Nc1ccc(Br)cc1F (configuration not stated),1
CN(C)c1nc(-c2cccc(Br)c2)nnc1-c1ccccc1,2
